TRPC4 potent – allosterically enhances the mouse TRPC4 cation channel; Q9QUQ5; HEK293 TRPC4beta/mu-opioid, DAMGO EC20, Fluo-4 Ca2+ flux; hits give high values; B-score at 10 µM; 0.42% of 310,000 active; AID 2227;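 active = B-score of calcium response area above 5 SD of library B-scores, with initial fluorescence ratio within 5 SD of library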;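 note: B-score of integrated fluorescence ratio over time as area under calcium response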
MrgX1 antagonist – blocks BAM8-22 activation of human MrgX1 receptor | Q96LB2 | MRGX1-HEK293 calcium flux, Fluo-4, BAM8-22 antagonism; hits give low values | B-score at 10 µM | 1.3% of 310,000 active;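 active = calcium-response B-score plate-corrected more than 3 library SD below zero, starting fluorescence within 5 deviations, no agonist response on first addition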;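 note: peak minus trough fluorescence over baseline after final BAM8-22 challenge near maximal dose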
SKKanGAS inh – inhibitors of SKKanGAS S. pyogenes growth in kanamycin (SK-promoter or general growth effect). inhibition, % at 7.5 µM. AID 1662. 1.3% of 300,000 active. BacTiter-Glo, 6 h;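 active = mean replicate score, as percent of positive control median, at least 50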;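 note: strain carries kanamycin resistance gene driven by streptokinase promoter and grows in 40 µg/ml kanamycin; loss of luminescence reflects streptokinase promoter inhibition or plain growth inhibition; 0% = median of DMSO wells and 100% = positive control at its reference dose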
TMEM16A act – activates or potentiates the mouse TMEM16A chloride channel; HEK293 TMEM16A/YFP-H148Q/I152L, iodide quench fluorescence; hits give low values; Q8BHY3; B-score at 10 µM; 0.3% of 340,000 active; AID 623877;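 active = fluorescence-ratio B-score plate-corrected deviation score at least 3 library SD below zero, with starting fluorescence score within 5 deviations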;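 note: channel opened by trigger with iodide after compound preincubation; score built on the fluorescence ratio of max minus min over baseline; more negative score means more quench and so TMEM16A activation or potentiation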
TMEM16A inh – blocks the mouse calcium-activated chloride channel TMEM16A. Q8BHY3. HEK293 TMEM16A/YFP iodide influx fluorescence, ionomycin. normalized B-score (activity score, 25-100; higher = stronger inhibition) at 10 µM. 1.2% of 310,000 active;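 active = ratio plate-corrected score three or more library SD toward inhibition, starting fluorescence score within five deviations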;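 note: score derived from kinetic fluorescence span divided by baseline fluorescence per well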
TRPC4 act – activators of mouse TRPC4 channel. Q9QUQ5. HEK293 TRPC4beta/mu-opioid, Fluo4 calcium fluorescence; hits give high values. B-score at 10 µM. 0.49% of 310,000 active;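 active = B-score above 5 SD of library B-scores, and initial fluorescence ratio not above library mean plus 5 SD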;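 note: positive B-score marks a calcium rise read as TRPC4 activation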
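Material: HEK293 stable line with TRPC4beta plus mu-opioid receptor; technique: Fluo4 calcium-sensitive dye fluorescence, kinetic, 1 Hz baseline; timing: Fluo4 dye loading 45 min at room temperature, 110 s recording; controls: assay buffer as low control, maximal DAMGO as high control; read-out: integrated baseline-normalised fluorescence ratio, converted to per-well B score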
TRPC6 inh – blocks the mouse TRPC6 cation channel | Q61143 | HEK293-TRPC6, membrane potential dye, ACh-evoked depolarization; hits give low values | B-score at 10 µM | 1.1% of 310,000 active;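 active = B-score under library mean minus 3 SD, initial fluorescence not abnormally high, positive integrated signal ratio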;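 note: B-score derived from integrated fluorescence ratio over the kinetic read; more negative B-score means stronger inhibition of depolarization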
Target sequence (Q61143 whole entry, looked up): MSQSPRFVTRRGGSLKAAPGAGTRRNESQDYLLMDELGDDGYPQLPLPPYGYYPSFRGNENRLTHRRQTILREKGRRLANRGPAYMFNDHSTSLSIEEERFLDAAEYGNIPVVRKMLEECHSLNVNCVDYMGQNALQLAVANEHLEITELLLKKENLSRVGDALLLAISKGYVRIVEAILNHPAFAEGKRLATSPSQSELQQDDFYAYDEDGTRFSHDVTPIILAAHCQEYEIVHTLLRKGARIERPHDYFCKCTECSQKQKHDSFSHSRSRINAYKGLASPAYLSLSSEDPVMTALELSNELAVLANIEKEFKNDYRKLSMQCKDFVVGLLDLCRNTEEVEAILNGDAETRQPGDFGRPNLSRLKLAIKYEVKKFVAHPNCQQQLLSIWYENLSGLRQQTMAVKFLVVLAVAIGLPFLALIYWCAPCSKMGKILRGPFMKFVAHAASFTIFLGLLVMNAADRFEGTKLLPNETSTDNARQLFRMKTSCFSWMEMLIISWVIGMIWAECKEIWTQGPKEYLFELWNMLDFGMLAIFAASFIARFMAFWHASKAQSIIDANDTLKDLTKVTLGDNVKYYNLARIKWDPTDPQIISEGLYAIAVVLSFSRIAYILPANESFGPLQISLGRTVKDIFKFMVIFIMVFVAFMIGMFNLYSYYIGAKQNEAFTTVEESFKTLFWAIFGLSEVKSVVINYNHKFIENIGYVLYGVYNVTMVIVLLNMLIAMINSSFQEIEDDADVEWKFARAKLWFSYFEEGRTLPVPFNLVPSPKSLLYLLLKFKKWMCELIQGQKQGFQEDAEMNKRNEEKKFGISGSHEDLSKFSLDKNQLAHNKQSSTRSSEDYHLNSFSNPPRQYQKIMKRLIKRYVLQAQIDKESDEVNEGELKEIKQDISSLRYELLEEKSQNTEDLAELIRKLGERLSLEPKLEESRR
MrgX1 PAM – allosterically activates human MrgX1 receptor signaling | 0.63% of 310,000 active | AID 588675 | B-score at 10 µM | MrgX1-HEK293, Fluo-4 calcium flux, FDSS; hits give high values | Q96LB2;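 active = plate-corrected calcium response at least 3 library SD above typical, normal starting fluorescence, not activating the receptor alone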;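 note: compound read alongside a low EC10 to EC30 dose of BAM8-22 agonist; peak minus trough fluorescence over baseline measured at the second addition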
MrgX1 ag – activates human MrgX1 receptor signaling | Q96LB2 | MrgX1-HEK293 cells, Fluo-4 calcium fluorescence, agonist mode; hits give high values | B-score at 10 µM | 0.44% of 310,000 active;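 active = calcium response B-score plate-corrected fluorescence ratio at least 3 library SD, with starting fluorescence B-score inside 5 SD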
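Material – MrgX1-expressing HEK293 cells · Input – 15,000 cells seeded per well · Dosing – compound as first of three additions · Times – overnight seeding, then 1 h dark dye loading · Measured by – kinetic Fluo-4 NW fluorescence of intracellular calcium · Read-out – B-scored fluorescence response ratio · Benchmarks – positive and negative control wells on each plate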
TRPC4 block – TRPC4 (mouse) channel inhibition; AID 2247; B-score at 10 µM; Q9QUQ5; 0.39% of 300,000 active; HEK293 TRPC4beta/mu-opioid, DAMGO-evoked Fluo4 calcium flux; hits give low values;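 active = B-score over 3 SD under the library average, no early fluorescence shift, positive overall ratio signal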
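Assay system: HEK293 cells with stable TRPC4beta plus mu-opioid receptor expression. Dosing: single dose. Measured by: Fluo4 Ca2+ flux fluorescence. Also added: DAMGO in two steps, submaximal then maximal. Read-out: B score from integrated Fluo4 fluorescence ratio.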
TRPC6 activator – activates the mouse TRPC6 cation channel. Q61143. HEK293-TRPC6 membrane potential dye fluorescence; hits give high values. B-score at 10 µM. 0.13% of 310,000 active. AID 2550;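 active = B-score of the integrated fluorescence ratio above library mean plus 3 SD, and starting fluorescence ratio within library mean plus 5 SD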;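 note: higher score means more depolarization so channel activation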
Active calls of the source: *; i = inactive; x = no result given. Outcome played no part in choosing rows, and some 6.7% of all compounds hit somewhere here.

Sequence of screens – TRPC4 potent	MrgX1 antagonist	SKKanGAS inh	TMEM16A act	TMEM16A inh	TRPC4 act	TRPC6 inh	MrgX1 PAM	MrgX1 ag	TRPC4 block	TRPC6 activator
CCCC1S/C(=N/N=C/c2ccc(OC)cc2)N(Cc2ccc(OC)cc2)C1=O (stereo not given)
  i	i	15	i	i	i	i	i	i	i	i
CC(Oc1ccccc1)c1ccn[nH]1 (stereo not given)
  i	i	2	i	i	i	i	i	i	i	i
Cn1nnnc1SCCNS(=O)(=O)c1ccccc1
  i	i	-1	i	i	i	i	i	i	i	i
CCCCC1CCC(C(=O)N(CCCC)c2c(N)n(CCCC)c(=O)[nH]c2=O)CC1 (stereo not given)
  i	i	-6	i	i	i	i	i	i	i	i
O=C(NC(Cc1ccccc1)C(=O)O)/C(=C/c1ccccc1)NC(=O)c1ccco1 (stereo not given)
  i	i	-1	i	i	i	i	i	i	i	i
Cc1ccc(NC(=O)CN(C)C(=O)CCCN2C(=O)c3ccccc3C2=O)cc1
  i	i	-6	i	i	i	i	i	i	i	i
CCOc1ccccc1C(=O)N(Cc1ccc(C)o1)C1CCS(=O)(=O)C1 (stereo not given)
  i	i	1	i	i	i	i	i	i	i	i
CCOc1ccccc1N(CC(=O)Nc1cccnc1)S(=O)(=O)c1ccc(C)cc1
  i	i	-1	i	i	i	i	i	i	i	i
CC(C(=O)NCCc1ccc(F)cc1)N1CCN(Cc2ccccc2)CC1 (stereo not given)
  i	i	12	i	i	i	i	i	i	i	i
Cc1ccc(/C=N/NC(=O)c2cccc(NC(=O)c3ccccc3Cl)c2)o1
  i	i	7	i	i	i	i	i	i	i	i
Cc1ccc(OCCC(=O)Nc2ccccc2C(=O)NC2CC2)cc1
  i	i	2	i	i	i	i	i	i	i	i
Cc1ccc(-c2nnn(CC(=O)N(Cc3ccco3)C(C(=O)NC(C)(C)C)c3ccc(C)o3)n2)o1 (stereo not given)
  i	i	-4	i	i	i	i	i	i	i	i
CCCc1cc(C(=O)N2CCCC(Cc3cccc(Cl)c3)(C(=O)OCC)C2)n(C)n1 (stereo not given)
  i	i	-6	i	i	i	i	i	i	i	i
CC1=NN(c2ccccc2)C(=O)C1(C)C
  i	i	-3	i	i	i	i	i	i	i	i
CS(=O)(=O)c1ccc2c(c1)SC1=NC(=O)/C(=C/c3ccco3)C(=N)N12
  i	i	9	i	i	i	i	i	i	x	i
Cc1cc(NC(=O)CN2CCN(C/C=C/c3ccccc3)CC2)c([N+](=O)[O-])cc1C
  i	i	1	i	i	i	i	i	i	i	i
CCCCc1nc2cc(C(=O)N(C)C(C)c3ccccn3)ccc2o1 (stereo not given)
  i	x	2	i	x	i	i	x	x	i	i
CCc1ccc(NC(=O)C(C)OC(=O)/C=C/c2cccc([N+](=O)[O-])c2)cc1 (stereo not given)
  i	i	-2	i	i	i	i	i	i	i	i
COC(=O)c1c(NC(=O)CSc2ccccc2N)sc(C)c1C
  i	-4.7*	14	i	i	i	i	i	i	i	i
CCCn1c(-c2ccccc2)nc2c(=O)n(C)c(=O)[nH]c21
  i	i	5	i	i	i	i	i	i	i	i
COc1ccc(OC)c(NC(=O)CC2Oc3ccccc3NC2=O)c1 (stereo not given)
  i	i	-7	i	i	i	i	i	i	i	i
CC(Oc1cccc(Cl)c1)C(=O)N1CCCN(C)CC1 (stereo not given)
  i	i	6	i	i	i	i	i	i	i	i
CC(C)C1Cc2nc(Cl)c(C#N)cc2CO1 (stereo not given)
  i	i	-6	i	i	i	i	i	i	i	i
COc1ccc(CCN2CC(C(=O)NCc3ccccc3)CCC2=O)cc1 (stereo not given)
  i	i	-2	i	i	i	i	i	i	i	i
COc1ccc(C(=O)NCC(=O)OCC(=O)Nc2cccc(S(=O)(=O)N3CCCC3)c2)cc1
  i	i	0	i	i	i	i	i	i	i	i
COc1ccc(CNC(=O)CCC(=O)N2CCN(C(C)=O)CC2)cc1
  i	i	-6	i	i	i	i	i	i	i	i
CCCCCCCCCCCCN1C(=O)CSC1c1cccnc1 (stereo not given)
  i	i	50*	i	25*	i	i	i	i	i	i
CCOC(=O)/C(C#N)=C/C1=C(N2CCOCC2)CC(C)(C)OC1
  i	i	-5	i	i	i	i	i	i	i	i
O=C(COc1ccccc1)N1CCN(C(=O)Cc2ccccc2)CC1
  i	i	-3	i	i	i	i	i	i	i	i
O=C(CSc1nc2ccccc2[nH]1)NC1CCCc2ccccc21 (stereo not given)
  i	i	4	i	i	i	i	i	i	i	i
CCOC(=O)N1CCN(C(=O)Nc2ccc3nc(C)sc3c2)CC1
  i	i	5	i	i	i	i	i	i	i	i
CC1(C)OC(=O)C(C(c2ccccc2)C(C#N)C(N)=O)=C(O)O1 (stereo not given)
  i	i	8	i	i	i	i	i	i	i	i
COc1ccc(N2CCN(C(=O)CSc3nnc(-c4ccco4)n3C)CC2)cc1
  i	i	-3	x	i	i	i	i	i	i	i
Cc1sc2nc(SCC(=O)N(CCO)CCO)nc(N)c2c1C
  i	i	4	i	i	i	i	i	i	i	i
COc1ccccc1C(C(=O)NC1CCCCC1)N(C(=O)c1csnn1)C1CC1 (stereo not given)
  i	i	-1	i	i	i	i	i	i	i	i
c1ccc(Cc2nnc3sc(C4COc5ccccc5O4)nn23)cc1 (stereo not given)
  i	i	-8	i	i	i	i	i	i	i	i
CC(C)(C)C(=O)NNC(=O)C1CC1(c1ccccc1)c1ccccc1 (stereo not given)
  i	i	-1	i	i	i	i	i	i	i	i
COc1cccc(NC(=O)N2CCCC2C(=O)Nc2ccc3c(c2)OCO3)c1 (stereo not given)
  i	i	2	i	i	i	i	i	i	i	i
Cc1cccc(NC(=O)Nc2ccc3c(c2)OCO3)n1
  i	i	-13	i	i	i	i	i	i	i	i
COc1ccc(CN2CCCC(C(=O)N3CCCCC3)C2)cc1OC (stereo not given)
  i	i	0	i	i	i	i	i	i	i	i
COC(=O)[C@@]12CCCCN1[C@H](c1ccc(-c3ccccc3)cc1)[C@H]1C(=O)N(C)C(=O)[C@H]12
  i	i	8	i	i	i	i	i	i	i	i
CCCCC(=O)OCC(=O)N1N=C(c2c[nH]c3ccccc23)C(O)C1c1ccc(OC)cc1 (stereo not given)
  i	i	29	i	25*	i	i	i	i	i	i
NC(N)=N/N=C/c1cccc(Cl)c1Cl
  i	i	19	i	i	i	i	i	i	i	i
O=C(NS(=O)(=O)c1ccc2c(c1)OCCO2)c1ccccc1
  i	i	-5	i	i	i	i	i	i	i	i
C/C(=N/NC(=O)c1ccc2c(c1)OCO2)c1cccc(NC(=O)C(C)(C)C)c1
  i	i	3	i	i	i	i	i	i	i	i
CC(C)NC(=O)CC(=O)N/N=C\c1ccccc1C(=O)O
  i	i	-10	i	i	i	i	i	i	i	i
CN(CC(=O)Nc1nc2ccc(F)cc2s1)S(=O)(=O)c1ccc(Cl)cc1
  i	i	11	i	i	i	i	i	i	i	i
CSCC[C@H](NC(=O)Nc1ccccc1C)C(=O)O
  i	i	-5	i	i	i	i	i	i	i	i
Nc1nc(SCC(=O)Nc2cc(C(F)(F)F)ccc2N2CCOCC2)n[nH]1
  i	i	-3	i	i	i	i	i	i	i	i
CC1CC(C)CN(C(=O)c2cc3c(s2)CCC3)C1 (stereo not given)
  i	i	4	i	i	i	i	i	i	i	i

Next structures follow:
Sequence of screens – TRPC4 potent	MrgX1 antagonist	SKKanGAS inh	TMEM16A act	TMEM16A inh	TRPC4 act	TRPC6 inh	MrgX1 PAM	MrgX1 ag	TRPC4 block	TRPC6 activator
CCOC(CCc1c(C)nc(NC(C)=O)[nH]c1=O)OCC
  i	i	3	i	i	i	i	i	i	i	i
Cc1nc2nc3c(c(=O)n2[nH]1)CCC3
  i	i	-2	i	i	i	i	i	i	i	i
CCN(CC)C(=O)C1CCCN(Cc2cccc(F)c2)C1 (stereo not given)
  i	i	-2	i	i	i	i	i	i	i	i
CCN(Cc1ccc(NC(C)=O)cc1)CC1CCCN(CCc2cccc(OC)c2)C1 (stereo not given)
  i	i	5	i	i	i	i	i	i	i	i
COCCC(=O)N1CCCC(C(=O)c2ccc3c4c(cccc24)CC3)C1 (stereo not given)
  i	i	0	i	i	i	i	i	i	i	i
CC(=O)c1ccc(Sc2ccc(C(C)=O)cc2)cc1
  i	i	2	i	i	i	i	i	i	i	i
Nc1ccccc1N1C(=O)c2cccc3cccc(c23)C1=O
  i	i	6	i	i	i	i	i	i	i	i
CCOC(=O)c1cc(-c2ccc(C)cc2)n(CCC(=O)NCCCOC)c1C
  i	i	2	i	i	i	i	i	i	i	i
COc1ccc(S(=O)(=O)CCc2nnc(NC(C)=O)s2)cc1
  i	i	5	i	i	i	i	i	i	i	i
COc1cc(C2CC(=O)N3CN(c4ccccc4C)CSC3=C2C#N)cc(OC)c1OC (stereo not given)
  i	i	-5	x	i	i	i	i	i	i	i
O=C(O)c1ccc(N/N=C/c2ccc3c(c2)OCO3)cc1
  i	i	43	i	i	i	i	i	i	i	i
COc1ccc(/C=N/N=C/c2ccc(OC)c(OC)c2)cc1OC
  i	i	0	i	i	i	i	i	i	i	i
Cc1ccc2nc3sc(C(=O)N4CCCc5ccccc54)c(N)c3cc2c1
  i	-5.7*	25	i	i	i	i	i	i	i	i
Cc1cc(Br)ccc1NC(=O)CN(C)C(=O)CN1C(=O)NC2(CCCC2)C1=O
  i	i	1	i	i	i	i	i	i	i	i
CC(NC(=O)C(=S)N1CCN(C)CC1)c1ccccc1 (stereo not given)
  i	i	3	i	i	i	i	i	i	i	i

Bioassay records as filed in PubChem BioAssay.
